# TLR9-MyD88 block: inhibitors of human TLR9-MyD88 binding | inhibition, % at 4.98 µM | Q9NR96+Q99836 | CHO BLA complementation TLR9-MyD88, CCF4 FRET ratio | AID 504734 | hit rate 0.21% among 340,000;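 active = inhibition above the mean over all tested compounds plus 3 SD, cut at about 21% in these data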;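 note: 0% = DMSO only wells and 100% = clavulanate BLA inhibitor control wells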
# Vif inh: HIV Vif inhibition; HEK293T cells, Vif self-association by quenched fluorescence, imaging, 24 h; inhibition, % at 7.49 µM; hit rate 0.35% among 340,000; AID 602346; in the data active = inhibition above about 50%, passing the limit was not always enough; note: some results filed as inactive read as strong as hits
# MC4R ag barr: agonists of human melanocortin 4 receptor (MC4R) beta-arrestin; P32245; U2OS MC4R beta-arrestin complementation, luminescence; percent of melanotan II response, DMSO zero; activation, % at 8.9 µM; hit rate 0.98% among 360,000;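 active = activation above a per-plate cutoff, the mean activation of sample wells on that plate plus 3 SD, cut at about 8% in these data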
# ABCB6 inh 2: human ABCB6 transporter inhibition; Q9NP58; K562-ABCB6 porphyrin accumulation, flow cytometry, 1 h; hits give low values; fluorescence ratio to DMSO, % at 10 µM; hit rate 0.19% among 360,000; AID 602162;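 active = fluorescence ratio to DMSO below 75%, the collection mean minus 3 SD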;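 note: signal is porphyrin accumulated inside mitochondria; 100% equals median channel fluorescence of DMSO control wells; lower ratio means ABCB6 inhibition with less porphyrin fluorescence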
# NOD2 RIPK2 PPI: NOD2-RIPK2 protein interaction inhibition. hit rate 0.38% among 360,000. CHO BLA complementation NOD2-RIPK2, CCF4 ratio. O43353. inhibition, % at 4.98 µM; in the data active = inhibition above about 21%;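 note: 0% = vehicle only and 100% = reference blocker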
# Glyco luc inh: N-linked glycosylation inhibition. D54 ERlucT glycosylation luciferase reporter, 24 h; percent of 100 nM tunicamycin response. hit rate 0.23% among 360,000. AID 588692. reporter increase, % at 12.5 µM;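 active = mean luciferase reporter signal, scaled so untreated is 0 and the glycosylation-blocking control 100, at or above a set limit in every replicate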;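 note: luciferase carries N-glycosylation sites so blocking glycosylation raises the light; 0% = median of neutral control wells and 100% = median of 100 nM tunicamycin wells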
# aDG glyco act: alpha-DG glycosylation activation. AID 624168. Pro5-aDG cells, alpha-DG glycosylation AlphaScreen (IIH6); 0% Pro5, 100% B10-LARGE cell signal. hit rate 0.22% among 360,000. activation, % at 10 µM;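 active = activation of at least 8% versus controls, or a plate z-score of at least 8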;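 note: Pro5 are CHO cells carrying HIG-tagged alpha-DG that lacks glycosylation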
# ABHD5-PLIN5 inh: inhibitors of human ABHD5-perilipin-5 interaction. hit rate 0.78% among 360,000. inhibition, % at 4 µM. AID 602281. Q00G26+Q8WTS1. Split G. princeps luciferase complementation, luminescence, 4 h;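 active = inhibition above the mean inhibition across every tested compound plus 3 SD, cut at about 22% in these data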;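 note: 0% = DMSO only wells and the 100% control is not disclosed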
# Target sequence (Q00G26 whole entry, looked up): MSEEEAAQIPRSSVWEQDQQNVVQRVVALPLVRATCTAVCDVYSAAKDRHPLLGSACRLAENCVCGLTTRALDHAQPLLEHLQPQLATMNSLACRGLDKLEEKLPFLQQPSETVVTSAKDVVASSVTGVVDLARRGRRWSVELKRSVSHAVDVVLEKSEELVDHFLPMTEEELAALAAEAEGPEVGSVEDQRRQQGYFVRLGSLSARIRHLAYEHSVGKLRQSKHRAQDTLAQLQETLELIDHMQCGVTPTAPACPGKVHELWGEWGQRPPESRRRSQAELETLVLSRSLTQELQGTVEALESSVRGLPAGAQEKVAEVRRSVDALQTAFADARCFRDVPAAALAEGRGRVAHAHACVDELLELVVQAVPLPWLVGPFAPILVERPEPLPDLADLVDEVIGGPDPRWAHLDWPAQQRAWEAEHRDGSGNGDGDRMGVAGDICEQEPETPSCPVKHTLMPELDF
# Target sequence (Q8WTS1 whole entry, looked up): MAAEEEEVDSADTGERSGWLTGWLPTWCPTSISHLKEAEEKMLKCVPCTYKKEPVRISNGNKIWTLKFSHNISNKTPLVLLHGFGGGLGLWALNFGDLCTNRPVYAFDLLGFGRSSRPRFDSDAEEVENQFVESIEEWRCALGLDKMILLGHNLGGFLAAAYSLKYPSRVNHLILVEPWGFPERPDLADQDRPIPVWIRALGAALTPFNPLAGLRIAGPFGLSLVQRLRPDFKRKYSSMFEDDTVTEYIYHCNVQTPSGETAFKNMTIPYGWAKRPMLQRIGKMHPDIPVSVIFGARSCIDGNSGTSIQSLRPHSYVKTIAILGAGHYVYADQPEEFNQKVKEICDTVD
# MC4R antag cAMP: human MC4R antagonism in cAMP assay. AID 540295. inhibition, % at 6.5 µM. hit rate 0.48% among 360,000. MC4R-expressing cells, MTII-stimulated cAMP, LANCE TR-FRET;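 active = inhibition above its plate's cutoff, the mean of tested wells on that plate plus 3 SD, cut at about 29% in these data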;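 note: 0% = Melanotan II alone and 100% = Melanotan II plus saturating MCL0020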
#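 System: U2OS cells stably expressing human melanocortin 4 receptor (MC4R). Reagent: Melanotan II challenge after compound preincubation. Doses: 6.5 µM. Times: 30-min compound, 1-h challenge, 1-h detection, room temperature. Measured by: TR-FRET with Eu-cAMP and labeled anti-cAMP, 671 nm. Replicates: singlicate.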
# Granule exo inh: lytic granule exocytosis inhibition; TALL-104 LAMP-1 surface exposure, flow cytometry; cells stimulated with thapsigargin and PMA; inhibition, % at 10 µM; hit rate 0.66% among 360,000;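 active = inhibition above about 55%, limit read from the data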
# * hit, by the source's call; / = not tested or not shown.
SMILES,TLR9-MyD88 block,Vif inh,MC4R ag barr,ABCB6 inh 2,NOD2 RIPK2 PPI,Glyco luc inh,aDG glyco act,ABHD5-PLIN5 inh,MC4R antag cAMP,Granule exo inh
COCCNC(=O)C1CC(c2ccccc2C(F)(F)F)=NO1 (configuration not stated),-8,19,-0.7,97,2,-1,-0.2,-5,-1,-17
O=C(c1cnn2c1NC(c1ccco1)CC2C(F)(F)F)N1CCN(c2cccc(Cl)c2)CC1 (configuration not stated),3,-3,3.8,95,4,14,1.1,0,2,7
CCC(=O)Nc1c(C(=O)Nc2ccc3c(c2)OCCO3)oc2ccccc12,-7,-7,-2.5,95,1,-3,1.4,-3,-4,0
CCCCCn1c(=O)[nH]c2c(c1=O)CCC2,-7,-9,4.8,146,2,1,0.5,1,-2,1
CCN(CC)CCN1C(=O)c2ccccc2NC1c1cc(OC)c(OC)c(OC)c1 (configuration not stated),6,5,-2.2,101,-25,1,0.1,3,7,0
CCCc1ccc2oc(C(=O)N3CCC(COC)C3)c(C)c2c1 (configuration not stated),16,-9,0.5,100,-9,0,0.3,2,-5,-22
CCOC(=O)N1CCN(C(=O)Nc2cccc(Cl)c2)CC1,3,-3,-1.6,90,6,2,0.2,5,12,-5
COCCn1c(C)cc(C(=O)COc2ccc(C)nc2[N+](=O)[O-])c1C,-2,-5,0.4,106,-3,-2,-0.3,-4,11,-3
O=C1NC[C@H](Cc2ccc(O)cc2)N(C[C@@H]2CCCN2C[C@H](Cc2ccc(O)cc2)N2C[C@H](Cc3ccccc3)N(CC3CCCCCC3)C(=O)C2=O)C1=O,/,/,/,97,2,/,-0.2,6,/,-10
CCc1ccc(NC(=O)C/C(C)=N/NC(=O)COc2ccc(C)cc2Br)cc1,0,8,4.2,93,0,-1,0.1,-1,-2,2
CC(C)CC1C(=O)N(Cc2cn(CCC3OCCCO3)nn2)CCS(=O)(=O)N1Cc1ccc(-c2cccc(N(C)C)c2)cc1 (configuration not stated),-4,0,4.3,93,16,-2,0.0,-9,9,1
NS(=O)(=O)c1ccc(CCNC(=O)c2ccc(-c3ccccc3)cc2)cc1,-12,-3,-2.3,99,6,1,0.1,-1,1,0
COc1ccc(C)cc1NC(=O)CN1C(=O)c2ccccc2S1(=O)=O,2,1,-2.1,101,4,2,-0.1,-5,-4,-2
c1ccc2occc2c1,-2,-2,-1.4,105,2,1,0.1,-2,12,2
O=C(NCCN1CCOCC1)c1ccc(-c2ccccc2)cc1,7,-5,-0.1,96,-11,0,-0.1,-9,-3,0
O=C(NC(=S)Nc1ccccc1[N+](=O)[O-])c1ccccc1,9,7,-3.3,103,2,0,-0.2,0,-4,-2
COc1ccccc1N(CC(=O)Nc1ccccc1C(=O)N1CCOCC1)S(C)(=O)=O,1,16,0.1,98,2,3,-0.1,-2,8,-2
O=C(Nc1ccccc1C(=O)O)c1cccc(N2C(=O)c3ccccc3C2=O)c1,2,8,-1.4,96,-5,1,-0.1,1,11,29
COCCn1nnnc1C(c1ccc2ncccc2c1)N1CCc2ccccc21 (configuration not stated),-3,1,1.1,104,-8,-3,0.1,-8,4,-1
CCOc1ccc(CCNC(=O)COC(=O)/C=C/c2ccco2)cc1OCC,-14,5,-4.0,100,-1,2,0.1,-7,1,14
Cc1nccn1CCCN1C(=O)OC2(CCCCC2)C1(C)O (configuration not stated),-8,3,-1.2,105,-8,1,0.3,-1,5,2
CN(C)c1ccc(NC(=O)c2cn(-c3ccccc3)nc2-c2cccs2)cc1,11,-22,-0.1,86,-8,4,-0.5,6,2,1
COc1cc(C(C#N)N2N=C(c3ccccc3)CC2c2ccccc2)ccc1O (configuration not stated),-7,0,-1.9,93,7,1,-0.2,4,3,-7
CCOc1cc(/C=N/NC(=O)Cn2nc([N+](=O)[O-])cc2C)ccc1OCc1ccc(F)cc1,-3,3,2.9,97,3,0,0.3,-7,0,-3
CC(C)(C)c1ccc(OCCC(=O)OCC(=O)NCc2ccccc2)cc1,-3,0,-0.6,95,-5,-3,0.0,1,-5,-2

# A different layout for part of the listing above:
# Each structure is followed by: TLR9-MyD88 block, Vif inh, MC4R ag barr, ABCB6 inh 2, NOD2 RIPK2 PPI, Glyco luc inh, aDG glyco act, ABHD5-PLIN5 inh, MC4R antag cAMP, Granule exo inh
> COCCn1c(C)cc(C(=O)COc2ccc(C)nc2[N+](=O)[O-])c1C
  -2, -5, 0.4, 106, -3, -2, -0.3, -4, 11, -3
> O=C1NC[C@H](Cc2ccc(O)cc2)N(C[C@@H]2CCCN2C[C@H](Cc2ccc(O)cc2)N2C[C@H](Cc3ccccc3)N(CC3CCCCCC3)C(=O)C2=O)C1=O
  /, /, /, 97, 2, /, -0.2, 6, /, -10
> CCc1ccc(NC(=O)C/C(C)=N/NC(=O)COc2ccc(C)cc2Br)cc1
  0, 8, 4.2, 93, 0, -1, 0.1, -1, -2, 2
> CC(C)CC1C(=O)N(Cc2cn(CCC3OCCCO3)nn2)CCS(=O)(=O)N1Cc1ccc(-c2cccc(N(C)C)c2)cc1 (configuration not stated)
  -4, 0, 4.3, 93, 16, -2, 0.0, -9, 9, 1
> NS(=O)(=O)c1ccc(CCNC(=O)c2ccc(-c3ccccc3)cc2)cc1
  -12, -3, -2.3, 99, 6, 1, 0.1, -1, 1, 0
> COc1ccc(C)cc1NC(=O)CN1C(=O)c2ccccc2S1(=O)=O
  2, 1, -2.1, 101, 4, 2, -0.1, -5, -4, -2
> c1ccc2occc2c1
  -2, -2, -1.4, 105, 2, 1, 0.1, -2, 12, 2
> O=C(NCCN1CCOCC1)c1ccc(-c2ccccc2)cc1
  7, -5, -0.1, 96, -11, 0, -0.1, -9, -3, 0
> O=C(NC(=S)Nc1ccccc1[N+](=O)[O-])c1ccccc1
  9, 7, -3.3, 103, 2, 0, -0.2, 0, -4, -2
> COc1ccccc1N(CC(=O)Nc1ccccc1C(=O)N1CCOCC1)S(C)(=O)=O
  1, 16, 0.1, 98, 2, 3, -0.1, -2, 8, -2
> O=C(Nc1ccccc1C(=O)O)c1cccc(N2C(=O)c3ccccc3C2=O)c1
  2, 8, -1.4, 96, -5, 1, -0.1, 1, 11, 29
> COCCn1nnnc1C(c1ccc2ncccc2c1)N1CCc2ccccc21 (configuration not stated)
  -3, 1, 1.1, 104, -8, -3, 0.1, -8, 4, -1
> CCOc1ccc(CCNC(=O)COC(=O)/C=C/c2ccco2)cc1OCC
  -14, 5, -4.0, 100, -1, 2, 0.1, -7, 1, 14

# Following part.
SMILES,TLR9-MyD88 block,Vif inh,MC4R ag barr,ABCB6 inh 2,NOD2 RIPK2 PPI,Glyco luc inh,aDG glyco act,ABHD5-PLIN5 inh,MC4R antag cAMP,Granule exo inh
COc1ccc(N2CCN(C(=O)CN(c3ccc(OC)cc3)S(=O)(=O)c3ccccc3)CC2)cc1,-3,/,-0.8,106,0,/,-0.1,0,12,0
CCN(C(=O)Cn1c(=O)n2nc(CCn3nc(C)cc3C)nc2c2ccccc21)c1cccc(C)c1,6,4,-2.1,95,-5,-2,-0.1,1,-1,1
CCCCn1c(N)c(N(CCOC)C(=O)CN(C)S(=O)(=O)c2ccc(C)cc2)c(=O)[nH]c1=O,1,-2,-1.4,100,-3,2,-0.1,8,2,2
CCOC(=O)Nc1ccc(S(=O)(=O)Nc2onc(C)c2C)cc1,/,-2,1.0,97,-12,3,0.0,2,2,-2
Cc1nonc1C1CCCN1C(=O)c1cc(COc2cccc(C(F)(F)F)c2)on1 (configuration not stated),-13,-6,1.0,94,-13,-2,0.2,-3,1,-2
CCc1ccc([C@@H]2CC=C(C(=O)O)[C@H](c3ccc(Br)cc3)N2S(=O)(=O)c2ccc(C)cc2)cc1,-11,/,1.9,98,0,0,0.2,-6,10,3
CCc1nnc(NS(=O)(=O)c2ccc(NCc3ccccc3O)cc2)s1,1,18,-1.2,91,-8,4,0.0,0,-2,-3
Cc1ccc(N(CC(=O)Nc2ccc(Br)c(C)c2)S(=O)(=O)c2c(C)[nH]c(=O)[nH]c2=O)cc1,3,14,-3.5,108,-11,0,-0.1,-1,1,-7
COc1ccc(NS(=O)(=O)c2ccc3oc(SCc4ccc(F)cc4)nc3c2)cc1,8,-8,-1.9,90,2,-5,2.8,-3,-9,0
O=C(O)C1CSC(c2ccco2)N1 (configuration not stated),11,-4,-0.5,98,-8,3,-0.2,-7,0,-1
CCOc1ccc(OCc2cccc(C(=O)N3CCCCCC3)c2)cc1,2,8,-1.3,90,0,-9,0.7,-2,16,0
COC(=O)Cc1[nH]nc2c1C(c1ccc(O)c(OC)c1)C(C#N)=C(N)O2 (configuration not stated),-3,-8,2.9,98,1,0,0.0,5,0,-3
Cc1noc(C)c1C(=O)OCC(=O)Nc1ccc(C(N)=O)cc1,-10,-1,-2.5,100,0,0,0.0,3,3,2
Cc1ccc(S(=O)(=O)Nc2ncnc3sccc23)cc1C,-2,-7,-0.9,101,-1,0,-0.3,-5,-2,0
C=CCNc1nc2cc(-c3cccc(Cl)c3)sc2c(=O)n1C,/,2,0.5,101,0,13,-0.1,-3,5,0
O=C(CN1C(=O)C2CCCCC2C1=O)NC1CCCc2ccccc21 (configuration not stated),-10,-1,-4.3,102,-3,2,0.3,2,12,-7
O=[N+]([O-])c1ccc(-c2nc3ccc([N+](=O)[O-])cc3[nH]2)cc1,3,4,3.9,94,-10,-3,0.6,10,-3,-1
Cc1cc(C)c(OCC(=O)OCC(=O)N2c3ccccc3CC2C)c(C)c1 (configuration not stated),0,0,-1.7,98,-6,1,-0.1,2,-3,3
N#Cc1ccc(COC(=O)CC(NC(N)=O)c2ccc(Cl)cc2)cc1 (configuration not stated),-9,-7,-1.7,99,-4,2,0.1,6,0,-4
O=C(Nc1cccc(Cl)c1)NC1CCCCC1,3,-1,0.4,100,-5,-3,0.0,-6,-2,-1
C=CCNC1=C(Cl)C(=O)N(c2ccccc2Cl)C1=O,1,7,0.7,96,-5,2,0.0,-3,6,5
CC(=O)N1CCN(S(=O)(=O)c2cccc(C(=O)Nc3ccccc3N3CCOCC3)c2)CC1,-8,-9,-2.3,98,-8,5,0.0,-8,-1,-1
O=C(CSc1nnc(-c2ccccc2F)n1C1CC1)NC(=O)c1cccc([N+](=O)[O-])c1,-8,1,0.7,94,5,3,-0.1,-3,18,2
CCNC(=O)CC1C(=O)N(c2ccc(F)cc2)C(=O)N1Cc1ccccn1 (configuration not stated),7,8,-2.2,100,-2,2,0.1,3,1,2
O=C(CCC(=O)NNC(=O)COc1ccc(Br)cc1Br)NCc1ccccc1,/,-8,2.3,104,-2,0,-0.1,-5,-3,0

# Not all compounds are listed; rates above refer to the full screens.
